T cruzi HTS – inhibitors of intracellular Trypanosoma cruzi, primary screen, cell-based, plate reader, single point, set 2; intracellular Trypanosoma cruzi in host cells; activity score (inhibition), % at 5.01 µM; 22,000 compounds, 4.9% hits; AID 651903, 2012; in the data active means activity score above about 55%;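 further: parasites and compound incubated about four days before reading; 0% = median of neutral control wells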
INS-1E ATP HTS – protection of INS-1E cells from cytokine death, primary screen, ATP luminescence, single point. INS-1E cytokine-induced death, 48 h; normalised: neutral wells 0, positive control 100. protection from cytokine-induced ATP loss, % at 10 µM. 20,000 compounds, 0.1% hits;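 active means mean replicate protection from cytokine-induced ATP loss at least 50% and at least 75% of replicates each reaching 50%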
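Assay system – rat INS-1E insulinoma cell line · Quantity – 8000 cells per well · Buffer or medium – RPMI without phenol red, 5% FBS · Schedule – 48 h co-treatment, 10 min post-lysis read · Technique – luminescent ATP assay (CellTiter-Glo)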
An asterisk follows results filed as active; · = no result given.

Molecule,T cruzi HTS,INS-1E ATP HTS
C[C@H](CO)N1C[C@H](C)[C@H](CN(C)Cc2ccc(C(=O)O)cc2)Oc2c(NS(=O)(=O)c3ccccc3)cccc2C1=O,-15,3
O=C(NO)c1cccc(C(=O)N/N=C/c2ccc(-c3ccccc3)c(F)c2)c1,2,3
COC(=O)CCCCCCC(=O)N/N=C/c1cc(Br)c(O)c(Br)c1,-17,4
C[C@@H]1CN([C@@H](C)CO)C(=O)c2cc(NC(=O)c3ccncc3)ccc2O[C@@H]1CN(C)S(=O)(=O)c1cn(C)cn1,-9,-1
CC(C)NC(=O)N(C)C[C@H]1Oc2c(NC(=O)c3ccncc3)cccc2C(=O)N([C@H](C)CO)C[C@@H]1C,-38,7
C[C@H]1CN([C@@H](C)CO)C(=O)Cc2cc(NC(=O)Cc3cn(C)c4ccccc34)ccc2O[C@H]1CN(C)Cc1ccc2c(c1)OCO2,-2,-9
C[C@@H]1CN([C@@H](C)CO)C(=O)c2cc(NC(=O)C3CCCCC3)ccc2O[C@H]1CN(C)S(=O)(=O)c1cn(C)cn1,-17,1
C[C@@H]1CN([C@H](C)CO)C(=O)c2cc(NC(=O)C3CCCCC3)ccc2O[C@@H]1CN(C)S(=O)(=O)c1ccccc1,23,-3
C[C@H]1CN([C@@H](C)CO)C(=O)c2cc(NC(=O)CCCN(C)C)ccc2O[C@H]1CN(C)C,-16,4
COC(=O)CCCCCCC(=O)N/N=C/c1ccc(S(=O)(=O)O)o1,-19,4
COc1ccc(NC(=O)N(C)C[C@H]2Oc3c(NC(=O)Nc4ccccc4)cccc3C(=O)N([C@@H](C)CO)C[C@@H]2C)cc1,0,5
C[C@@H]1CN([C@@H](C)CO)C(=O)c2cc(NC(=O)Cc3cn(C)c4ccccc34)ccc2O[C@H]1CN(C)C(=O)Nc1cccc2ccccc12,-1,-3
C[C@@H]1CN([C@H](C)CO)C(=O)c2cc(NC(=O)Nc3cccc4ccccc34)ccc2O[C@@H]1CN(C)S(=O)(=O)c1ccc(Cl)cc1,26,-8
COc1ccc(NC(=O)N(C)C[C@@H]2Oc3ccc(NC(=O)CCC(F)(F)F)cc3CC(=O)N([C@H](C)CO)C[C@H]2C)cc1,-11,13
C[C@@H]1CN([C@@H](C)CO)C(=O)c2cc(NC(=O)CCC(F)(F)F)ccc2O[C@@H]1CN(C)Cc1ccc(C(=O)O)cc1,-2,1
C[C@@H]1CN([C@H](C)CO)C(=O)Cc2cc(NC(=O)Cc3cn(C)c4ccccc34)ccc2O[C@H]1CN(C)C(=O)Nc1cccc2ccccc12,-4,5
C[C@H]1CN([C@@H](C)CO)C(=O)c2cccc(NS(C)(=O)=O)c2O[C@@H]1CN(C)C(=O)Nc1cccc2ccccc12,-16,5
CNC[C@H]1Oc2ccc(NC(=O)Cc3cn(C)c4ccccc34)cc2CC(=O)N([C@H](C)CO)C[C@H]1C,-6,11
COc1ccc(S(=O)(=O)Nc2ccc3c(c2)C(=O)N([C@@H](C)CO)C[C@@H](C)[C@H](CN(C)C(=O)Nc2ccccc2)O3)cc1,-9,2
C[C@@H]1CN([C@@H](C)CO)C(=O)CCCn2nncc2CO[C@@H]1CN(C)S(=O)(=O)c1ccc(Oc2ccccc2)nc1,-1,·
COC(=O)CCCCCCC(=O)N/N=C/c1c(O)ccc2ccccc12,27,25
CC(C)NC(=O)Nc1cccc2c1O[C@H](CN(C)Cc1ccc(-c3ccccc3)cc1)[C@H](C)CN([C@H](C)CO)C2=O,19,-15
COc1ccc(S(=O)(=O)N(C)C[C@@H]2Oc3ccc(NC(=O)C4CC4)cc3CC(=O)N([C@H](C)CO)C[C@H]2C)cc1,-18,8
C[C@H]1CN([C@@H](C)CO)C(=O)c2cc(NC(=O)CCN3CCOCC3)ccc2O[C@H]1CN(C)Cc1ccc(C(=O)Nc2ccccc2N)cc1,16,-8
C[C@H](CO)N1C[C@H](C)[C@@H](CN(C)Cc2ccccc2)Oc2ccc(NC(=O)Nc3ccc(C(F)(F)F)cc3)cc2C1=O,42,-23
C[C@H]1CN([C@@H](C)CO)C(=O)Cc2cc(NC(=O)Nc3ccc(C(F)(F)F)cc3)ccc2O[C@H]1CN(C)Cc1ccncc1,68*,-1
C[C@H](CO)N1C[C@H](C)[C@H](CN(C)Cc2ccc(C(=O)O)cc2)Oc2ccc(N(C)C)cc2C1=O,-16,·
CNC[C@H]1Oc2c(N)cccc2C(=O)N([C@@H](C)CO)C[C@H]1C,-3,0
C[C@@H]1CN([C@H](C)CO)C(=O)c2cccc(NC(=O)C3CC3)c2O[C@H]1CN(C)C(=O)Nc1ccc(C(F)(F)F)cc1,54,9
Cc1noc(C)c1NC(=O)N(C)C[C@@H]1Oc2ccc(NC(=O)Nc3cccc4ccccc34)cc2C(=O)N([C@H](C)CO)C[C@H]1C,-8,1

3 records picked at random from those above:
Molecule,T cruzi HTS,INS-1E ATP HTS
C[C@@H]1CN([C@H](C)CO)C(=O)c2cc(NC(=O)C3CCCCC3)ccc2O[C@@H]1CN(C)S(=O)(=O)c1ccccc1,23,-3
C[C@@H]1CN([C@@H](C)CO)C(=O)c2cc(NC(=O)c3ccncc3)ccc2O[C@@H]1CN(C)S(=O)(=O)c1cn(C)cn1,-9,-1
C[C@@H]1CN([C@@H](C)CO)C(=O)c2cc(NC(=O)CCC(F)(F)F)ccc2O[C@@H]1CN(C)Cc1ccc(C(=O)O)cc1,-2,1

(listing goes on)
Molecule,T cruzi HTS,INS-1E ATP HTS
C[C@@H]1CN([C@@H](C)CO)C(=O)c2cc(NS(=O)(=O)c3ccccc3)ccc2O[C@@H]1CN(C)Cc1ccc(-c2ccccc2)cc1,27,-59
COc1ccc(CN(C)C[C@H]2Oc3c(NS(C)(=O)=O)cccc3C(=O)N([C@H](C)CO)C[C@H]2C)cc1,-9,3
C[C@@H]1CCCCO[C@@H](CN(C)C)[C@@H](C)CN([C@H](C)CO)C(=O)c2cc(NC(=O)Nc3ccc(C(F)(F)F)cc3)ccc2O1,29,0
Cc1ccc(S(=O)(=O)Nc2ccc3c(c2)C(=O)N([C@H](C)CO)C[C@H](C)[C@@H](CN(C)S(=O)(=O)c2c(C)noc2C)OCCCC[C@@H](C)O3)cc1,4,-7
C[C@H]1CN([C@@H](C)CO)C(=O)Cc2cc(NC(=O)Nc3ccccc3)ccc2O[C@@H]1CN(C)C(=O)Nc1ccc(C(F)(F)F)cc1,-11,2
Cc1noc(C)c1NC(=O)Nc1cccc2c1O[C@H](CN(C)S(=O)(=O)c1ccccc1)[C@@H](C)CN([C@H](C)CO)C2=O,0,4
C[C@H]1CN([C@@H](C)CO)C(=O)Cc2cc(NS(=O)(=O)c3cn(C)cn3)ccc2O[C@H]1CN(C)C(=O)Nc1ccc2c(c1)OCO2,-2,7
C[C@H]1CN([C@@H](C)CO)C(=O)Cc2cc(NC(=O)Nc3ccc4c(c3)OCO4)ccc2O[C@@H]1CN(C)Cc1ccc(Cl)c(Cl)c1,49,-21
Cc1ccc(S(=O)(=O)Nc2ccc3c(c2)C(=O)N([C@H](C)CO)C[C@@H](C)[C@H](CN(C)S(=O)(=O)c2cn(C)cn2)O3)cc1,-12,9
CC(C)NC(=O)Nc1ccc2c(c1)C(=O)N([C@@H](C)CO)C[C@@H](C)[C@@H](CN(C)S(=O)(=O)c1ccc(Cl)cc1)O2,3,1
C[C@@H]1CN([C@@H](C)CO)C(=O)c2cccc(NC(=O)Nc3ccccc3)c2O[C@H]1CN(C)Cc1ccncc1,-3,-3
CNC[C@H]1Oc2ccc(NC(=O)CCC(F)(F)F)cc2CC(=O)N([C@@H](C)CO)C[C@H]1C,-21,17
COc1ccc(NC(=O)N(C)C[C@@H]2Oc3ccc(NS(=O)(=O)c4ccccc4)cc3CC(=O)N([C@H](C)CO)C[C@@H]2C)cc1,-12,0
Cc1noc(C)c1S(=O)(=O)N(C)C[C@@H]1Oc2ccc(NC(=O)C3CC3)cc2CC(=O)N([C@H](C)CO)C[C@H]1C,-2,6
C[C@H]1CN([C@@H](C)CO)C(=O)c2cccc(NC(=O)Nc3cccc4ccccc34)c2O[C@H]1CN(C)Cc1ccc(C(=O)Nc2ccccc2N)cc1,68*,-10
CC(C)NC(=O)Nc1ccc2c(c1)C(=O)N([C@H](C)CO)C[C@H](C)[C@H](CN(C)Cc1ccc(-c3ccccc3)cc1)O2,-7,-9
C[C@H]1CN([C@@H](C)CO)C(=O)Cc2cc(NS(=O)(=O)c3ccccc3)ccc2O[C@H]1CN(C)C(=O)Nc1ccc(C(F)(F)F)cc1,8,-13
C[C@H]1CN([C@@H](C)CO)C(=O)c2cc(NC(=O)NC3CCCCC3)ccc2O[C@H]1CN(C)Cc1ccc(-c2ccccc2)cc1,11,-23
O=C(O)CCCCCC(=O)N/N=C/c1nccs1,-16,-3
C[C@H]1CN([C@@H](C)CO)C(=O)c2cc(NC(=O)Nc3ccc4c(c3)OCO4)ccc2O[C@@H]1CN(C)S(=O)(=O)c1ccc(F)cc1,-3,5
Cc1ccc(CN(C)C[C@@H]2OCc3cnnn3CCCC(=O)N([C@@H](C)CO)C[C@@H]2C)cc1,-3,·
C[C@@H]1CN([C@H](C)CO)C(=O)c2cc(NC(=O)CCCCCC(=O)Nc3ccccc3N)ccc2O[C@@H]1CN(C)S(=O)(=O)c1cn(C)cn1,-38,3
C[C@H](CO)N1C[C@H](C)[C@@H](CN(C)Cc2ccc(C(F)(F)F)cc2)Oc2c(NS(=O)(=O)c3ccc(F)cc3)cccc2C1=O,19,-1
CCCC(O)C#Cc1cnc2c(c1)C(=O)N([C@H](C)CO)C[C@H](C)[C@H](CN(C)C(=O)Nc1cccc3ccccc13)O2 (stereo not given in full),11,·
C[C@@H]1CCCCO[C@@H](CN(C)C(=O)Nc2ccc3c(c2)OCO3)[C@@H](C)CN([C@H](C)CO)C(=O)c2cc(NC(=O)c3ccccc3)ccc2O1,2,12
C[C@H](CO)N1C[C@H](C)[C@H](CN(C)Cc2ccccc2)Oc2ccc(NC(=O)C3CCCCC3)cc2C1=O,-11,·
Cc1noc(C)c1NC(=O)Nc1ccc2c(c1)C(=O)N([C@@H](C)CO)C[C@@H](C)[C@H](CN(C)S(=O)(=O)c1cn(C)cn1)O2,-13,0
C[C@@H]1CN([C@H](C)CO)C(=O)Cc2cc(NC(=O)Nc3ccc(C(F)(F)F)cc3)ccc2O[C@H]1CN(C)C(=O)Nc1ccc(C(F)(F)F)cc1,-15,-30
C[C@H](CO)N1C[C@H](C)[C@H](CN(C)C(=O)Nc2cccc3ccccc23)Oc2ccc(NC(=O)C3CC3)cc2C1=O,-4,0
C[C@@H]1CN([C@@H](C)CO)C(=O)c2cccc(NC(=O)C3CCCCC3)c2O[C@@H]1CN(C)S(=O)(=O)c1ccc(Cl)cc1,-4,-13
COc1ccc(S(=O)(=O)N(C)C[C@@H]2Oc3c(NC(=O)NC4CCCCC4)cccc3C(=O)N([C@H](C)CO)C[C@@H]2C)cc1,-11,-1
C[C@@H]1CCCCO[C@@H](CN(C)C(=O)c2ccncc2)[C@@H](C)CN([C@H](C)CO)C(=O)c2cc(NC(=O)Cc3ccccc3)ccc2O1,4,17
C[C@H](CO)N1C[C@H](C)[C@H](CN(C)S(=O)(=O)c2ccc(Cl)cc2)Oc2c(NS(=O)(=O)c3ccc(F)cc3)cccc2C1=O,-24,-5
C[C@@H]1CN([C@@H](C)CO)C(=O)Cc2cc(NC(=O)Nc3ccc(F)cc3)ccc2O[C@@H]1CN(C)Cc1ccc(-c2ccccc2)cc1,61*,-6
COc1ccc(NC(=O)N(C)C[C@@H]2Oc3c(NC(=O)C4CCCCC4)cccc3C(=O)N([C@H](C)CO)C[C@@H]2C)cc1,-28,-4
Cc1ccc(S(=O)(=O)Nc2ccc3c(c2)C(=O)N([C@H](C)CO)C[C@H](C)[C@@H](CN(C)S(=O)(=O)c2ccc(F)cc2)OCCCC[C@@H](C)O3)cc1,16,2
Cc1noc(C)c1NC(=O)Nc1cccc2c1O[C@H](CN(C)S(=O)(=O)c1ccc(F)cc1)[C@@H](C)CN([C@H](C)CO)C2=O,-23,13
C[C@@H]1CN([C@@H](C)CO)C(=O)c2cc(NC(=O)c3ccncc3)ccc2O[C@H]1CN(C)C(=O)Nc1ccc2c(c1)OCO2,-8,2
C[C@@H]1CN([C@@H](C)CO)C(=O)CCCn2cc(nn2)CO[C@@H]1CN(C)Cc1cccnc1,-14,·
Cc1ccc(S(=O)(=O)N(C)C[C@@H]2Oc3ncc(-c4cc5ccccc5o4)cc3C(=O)N([C@H](C)CO)C[C@@H]2C)cc1,77*,·

Complete entries, looked up by structure. Order of screens: T cruzi HTS | INS-1E ATP HTS
Listed for Cc1ccc(S(=O)(=O)Nc2ccc3c(c2)C(=O)N([C@H](C)CO)C[C@H](C)[C@@H](CN(C)S(=O)(=O)c2c(C)noc2C)OCCCC[C@@H](C)O3)cc1 = 4 | -7
Listed for C[C@H](CO)N1C[C@H](C)[C@H](CN(C)Cc2ccccc2)Oc2ccc(NC(=O)C3CCCCC3)cc2C1=O = -11 | ·
Listed for C[C@H]1CN([C@@H](C)CO)C(=O)c2cc(NC(=O)Nc3ccc4c(c3)OCO4)ccc2O[C@@H]1CN(C)S(=O)(=O)c1ccc(F)cc1 = -3 | 5
Listed for C[C@@H]1CN([C@@H](C)CO)C(=O)CCCn2cc(nn2)CO[C@@H]1CN(C)Cc1cccnc1 = -14 | ·
Listed for C[C@@H]1CN([C@@H](C)CO)C(=O)c2cc(NC(=O)Cc3cn(C)c4ccccc34)ccc2O[C@H]1CN(C)C(=O)Nc1cccc2ccccc12 = -1 | -3
